Assay outcomes: PubChem BioAssay, National Center for Advancing Translational Sciences (NCATS)
PLK1 PBD inh – qHTS for Inhibitors of PLK1-PDB (polo-like kinase 1 - polo-box domain): Primary Screen. Plk1 PBD binding of FITC phosphopeptide, fluorescence polarization. Potency, µM, for the others: max response, negative = inhibition, most hits filed as inhibitors. hit rate 2.8% among 360,000; note: potency is the fitted concentration of half-maximal effect; series mostly up to about 57 µM; % is set by controls: 0 for no effect and ±100 for the full control effect; nearly all actives have a fitted effect of over 65% in size
IL-2 act – qHTS of IL-2 Activators. activation, % (series mostly up to about 46 µM). IL-2 activation reporter assay, cell-based qHTS; stimulated with anti-CD3/CD4/CD28 beads; in transgenic mouse T cells. AID 652025, 2013. hit rate 0.065% among 360,000; in the data active = activation above about 50%; inconclusive = mostly about 30% to 49%; note: 0% is about no effect
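EGFP and DsRed fluorescence is measured by plate cytometry in unstimulated transgenic mouse T cells exposed to compound for 60 minutes, then stimulated 18 hours at 37 degrees C with anti-CD3/anti-CD4 beads plus anti-CD28.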
HEK293 tox – qHTS of GLP-1 Receptor Inverse Agonists: Cytotox Screen; HEK293 cAMP-luciferase reporter cells, luminescence, 24 h; Potency, µM (titrated, usually from 38.3 µM), for the others: at the top dose activity change, negative = inhibition, hits mostly inhibitors; hit rate 0.13% among 410,000; AID 624418, 2012;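 note: loss of luciferase light is scored as toxicity; potency is the fitted concentration of half-maximal effect; % is set by controls: 0 for no effect and ±100 for the full control effect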
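Luminescence readout: signal drop marks cytotoxicity. Plated cells grew 12 h at 37 °C, 5% CO2, received 23 nL compound for 24 h, then got luciferase reagent, read after 12 min at RT.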
EPAC1 antag – qHTS for Antagonist of cAMP-regulated guanine nucleotide exchange factor 3 (EPAC1): primary screen. EPAC1 GEF assay, Rap1b-BODIPY-GDP exchange fluorescence. Potency, µM (highest dose often 115 µM), for inactives: at the highest dose activity change, negative = inhibition, actives largely listed as inhibitors. hit rate 0.14% among 360,000. AID 720709, 2013;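 note: potency is the fitted concentration of half-maximal effect; plate controls were vehicle for no effect and positive control for full effect; nearly all actives have a fitted effect of over 50% in size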
GLP-1R inv ag – qHTS of GLP-1 Receptor Inverse Agonists (Inhibition Mode); Glucagon-like peptide 1 receptor (Homo sapiens), P43220; HEK293 GLP-1R CRE-luciferase, luminescence, 24 h; GLP-1R form is constitutively active; Potency, µM (top dose mostly 38.3 µM), for inactives: top-dose activity change, negative = inhibition, actives largely listed as inhibitors; hit rate 1.6% among 410,000; note: potency is the fitted concentration of half-maximal effect; % is set by controls: 0 for no effect and ±100 for the full control effect; nearly all actives have a fitted effect of over 55% in size
Target sequence (P43220 whole entry, looked up): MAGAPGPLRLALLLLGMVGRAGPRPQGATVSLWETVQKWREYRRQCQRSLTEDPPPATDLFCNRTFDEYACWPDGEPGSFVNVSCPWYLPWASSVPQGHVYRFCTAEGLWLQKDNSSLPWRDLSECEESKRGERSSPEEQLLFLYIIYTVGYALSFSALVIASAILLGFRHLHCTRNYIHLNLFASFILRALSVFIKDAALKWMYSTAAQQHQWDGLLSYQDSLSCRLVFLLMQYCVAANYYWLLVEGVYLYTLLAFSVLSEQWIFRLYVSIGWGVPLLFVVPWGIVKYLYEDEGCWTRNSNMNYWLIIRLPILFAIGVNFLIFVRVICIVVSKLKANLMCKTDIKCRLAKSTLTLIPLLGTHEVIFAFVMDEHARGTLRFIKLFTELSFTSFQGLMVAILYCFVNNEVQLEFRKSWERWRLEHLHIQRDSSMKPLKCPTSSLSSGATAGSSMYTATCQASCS
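Stable HEK293 clone (constitutively active GLP-1R + cAMP-response luciferase); 200 cells/uL plated, 12 h pre-culture, compound 24 hr, 37 deg C/5% CO2; detection reagent 12 min RT; luminescence.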
GLP-1R agonist – qHTS of GLP-1 Receptor Agonists | HEK293 GLP-1R CRE-luciferase, luminescence, 4-6 h; cells express a hypersensitive GLP-1R form | Glucagon-like peptide 1 receptor (Homo sapiens), P43220 | Potency, µM (highest dose often 45.6 µM), without a hit: top-dose activation, hits mostly activators | hit rate 0.007% among 380,000; note: potency is the fitted concentration of half-maximal effect; % of control where 0% means no effect
PI5P4Ka inh – qHTS for Inhibitors of phosphatidylinositol 5-phosphate 4-kinase (PI5P4K) | Phosphatidylinositol 5-phosphate 4-kinase type-2 alpha (Homo sapiens), P48426 | PI5P4Kalpha enzyme, ADP-Glo luminescence, 60 min; stronger effect = lower value | max response, % | hit rate 1.2% among 330,000 | AID 652105, 2013; active = max response of -50% or lower; inconclusive = between -30% and -50%; inactive = -30% or higher; note: value at the top dose of about 77 µM; % is set by controls: 0 for no effect and ±100 for the full control effect
Target sequence (P48426 whole entry, looked up): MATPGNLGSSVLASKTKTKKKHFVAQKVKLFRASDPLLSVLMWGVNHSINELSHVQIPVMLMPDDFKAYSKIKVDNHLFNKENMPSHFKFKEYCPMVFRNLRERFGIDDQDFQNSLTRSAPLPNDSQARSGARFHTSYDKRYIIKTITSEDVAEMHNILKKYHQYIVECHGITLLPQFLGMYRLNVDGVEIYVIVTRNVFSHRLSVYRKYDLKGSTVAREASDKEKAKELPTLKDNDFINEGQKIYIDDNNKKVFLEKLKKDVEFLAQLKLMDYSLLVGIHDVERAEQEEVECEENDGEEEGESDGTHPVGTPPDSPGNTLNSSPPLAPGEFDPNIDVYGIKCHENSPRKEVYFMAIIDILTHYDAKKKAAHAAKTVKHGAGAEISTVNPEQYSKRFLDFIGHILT
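Quantitative HTS of the MLSMR library against PI5P4Kalpha with substrate. ATP added last at 5 microM final; room temperature, 60 minutes. Remaining ATP depleted, ADP converted and read as luminescence.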
PTHR1 agonist – qHTS for PTHR1 Agonists: Primary Screen; AID 743266, 2014; HEK293 GP2 PTHR1 cells, GloSensor cAMP luminescence, 1 h; hit rate 0.075% among 410,000; Potency, µM (top dose mostly 115 µM), without a hit: top-dose activation, most hits filed as activators; note: potency is the fitted concentration of half-maximal effect; nearly all actives have a fitted effect of over 55% in size; some results filed as inactive show a strong effect at the top dose; inactives centre near -15; many of its hits are not listed in these tables
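HEK-293-derived GP2 cells expressing PTHR1 and a GloSensor cAMP reporter, 3,000/well, plated overnight, given luciferin plus IBMX (each 0.5 mM as added) for 1 h at 37 °C, then compound for 1 h at 37 °C. Luminescence was read after 15 min at room temperature.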
EPAC1 agonist – qHTS for Agonist of cAMP-regulated guanine nucleotide exchange factor 3 (EPAC1): primary screen; Rap guanine nucleotide exchange factor 3 (Homo sapiens), O95398; EPAC1 agonist qHTS, biochemical assay; response scale: 100% = response to 6.5 mM cAMP; Potency, µM (series often up to 154 µM), for the others: at the highest dose activation, hits mostly activators; hit rate 0.073% among 360,000; AID 720707, 2013; note: potency is the fitted concentration of half-maximal effect; nearly all actives have a fitted effect of over 60% in size
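Normalized to 6.5 mM cAMP, activity reflects EPAC1-catalysed release of BODIPY-GDP from Rap1B, followed kinetically over 30 min at 480 nm excitation, 540 nm emission. Reaction contained 100 nM EPAC1, 250 nM Rap1B-BODIPY-GDP, 50 uM GDP.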
* hit, by the source's call; i = inactive; ? = inconclusive; nt = no result given; [ ] = dose if it differs, or a comment. Unless noted, calls come from the whole dose curve; as a rule, active = well fitted curve in the direction sought with a large enough effect; inconclusive = small, poorly fitted or top-dose-only effect, or another doubt; inactive = no such curve, though single readings can be large; an effect the other way counts as inactive or inconclusive. Not all compounds are listed; rates above refer to the full screens.

SMILES | PLK1 PBD inh | IL-2 act | HEK293 tox | EPAC1 antag | GLP-1R inv ag | GLP-1R agonist | PI5P4Ka inh | PTHR1 agonist | EPAC1 agonist
Cc1ccc(C(=O)C[n+]2ccccc2)cc1 | -2% | 0.4 | 11% | 7% | 22% | 7% | -4 | -2% | 7%
CC(c1nc2ccccc2c(=O)[nH]1)N1CCN(C)CC1 (stereo not drawn) | ? | 0.6 | 0% | -11% | 0% | -10% | 2 | -18%[57.5 µM] | 0%
COc1ccc(/C=C/C(=O)OCC(=O)NC2CCCC2)c(OC)c1 | -10% | -0.8 | -5% | -11% | -3% | 6% | 5 | -31%[inhibitor] | 0%
Nc1c([N+](=O)[O-])c(=O)sc2ccccc12 | -9% | 1.8 | -6% | 30% | 43%[activator] | 12% | 0 | i | 3%
CCCCNC(=O)C1CCCN(S(=O)(=O)c2ccc(-n3cnnn3)cc2)C1 (stereo not drawn) | 0% | -3.2 | -1% | 7% | -1% | 2% | -5 | ? | 8%
O=C(Cn1nc(C(=O)O)c2ccccc2c1=O)Nc1cc(Cl)ccc1-n1cncn1 | -7% | 1.9 | -40% | 6% | 11% | 0% | 1 | 0% | -4%
CCCCN(C)CCCNC(=O)CCn1nc(-c2ccccc2)ccc1=O | 1% | 3.6 | -14% | 8% | -8% | -3% | -3 | i | -1%
Cc1cc(C(F)(F)F)c(C#N)c(SCC(=O)Nc2nc3cc(Br)ccc3s2)n1 | ? | 0.6 | 16% | -15% | ? | 8% | -3 | -41%[inhibitor] | 17%
O=C(CSc1nnc(CNC(=O)c2ccccc2)o1)NCc1ccc2c(c1)OCO2 | -13% | 0.3 | 9% | -3% | 8% | 3% | -2 | -8% | 14%
O=S1(=O)N[C@H](Cc2ccccc2)COc2cccc(N3CCSCC3)c21 | -9% | 0.3 | 16% | -23% | -19% | 17% | 7 | -74%[inhibitor] | 0%
CCn1c(SCC(N)=O)nnc1-c1ccc2[nH]c(C)c(C)c2c1 | 0% | 0.2 | 5% | 4% | 8% | 4% | -2 | i | 3%
CC(C)CC(=O)Nc1nnc(SCC(=O)Nc2ccc(F)cc2)s1 | -3% | -3.1 | -1% | 11% | 5% | 10% | -6 | -12% | -8%
CCOC(=O)C1(CCOc2ccccc2)CCN(Cc2cccc(OC)c2)CC1 | -16% | -2.8 | 4% | -16% | 11µM* | 12% | 3 | i | 1%
CCc1nc2c(OCc3ccccc3C(=O)OC)cccn2c1N(C)C(=O)CC(C)C | -10% | 0.1 | -7% | 8% | -21% | 4% | 2 | -30%[inhibitor] | 0%
COc1ccc(C(=O)Nc2ccc(S(=O)(=O)NC(C)=O)cc2)cc1[N+](=O)[O-] | -9% | 3.0 | -9%[7.66 µM] | 2% | -4%[7.66 µM] | 1% | -16 | -8% | 6%
O=C(C1=COCCO1)N1CCN(c2nc3ccc([N+](=O)[O-])cc3s2)CC1 | -6% | -1.4 | -1% | 1% | 5% | -5% | 8 | -19% | 3%
COc1ccc(Cc2nnc(NC(=O)c3ccccc3Cl)s2)cc1OC | -7% | 1.0 | -1% | -15% | 27% | 16% | -3 | -41%[inhibitor] | 19%
O=C(NC(=S)Nc1cc(C(F)(F)F)ccc1N1CCOCC1)c1ccc(-c2cccc(Cl)c2)o1 | -19% | -0.5 | -10% | 12% | 15% | -14% | -5 | i | -5%
Cc1nc(CN(C)C(=O)c2cc(COc3c(F)cccc3F)on2)cs1 | -6% | -3.7 | -5% | -10% | -10% | 6% | 3 | i | -1%
COc1ccccc1NC(=O)N1CCn2c(nc3ccccc32)C1 | -6% | -1.9 | -5% | -2% | 0% | -5% | nt | i | 8%
CC(=O)Nc1ccc(NC(=O)CNC(=O)COc2ccccc2)cc1 | 1% | 0.9 | -2% | ? | 0% | 2% | -4 | i | 0%
OC(c1cccc(Cl)c1)c1nc(-c2csc3ccccc23)cs1 (stereo not drawn) | 3% | -0.2 | 5% | -18% | ? | 23% | 24 | i | -3%
COC(=O)C(c1ccccc1)C(CC(=O)c1ccccc1)c1ccccc1 (stereo not drawn) | 1% | 0.4 | -2% | 6% | 7% | -1% | 0 | -45% | 4%
CCOP(=O)(/C(C#N)=C(/O)c1ccccc1)c1ccccc1 (stereo not drawn) | -18% | 0.8 | 2% | -20% | 5% | 0% | 3 | i | 8%
O=C(CSc1nc2ccccc2c(=O)n1CC1CCCO1)Nc1ccc(F)cc1 (stereo not drawn) | 1% | -0.5 | -11% | 6% | -27% | 13% | 7 | i | 3%
O=S(=O)(c1cc(F)ccc1F)N1CCC2(CC1)OCCN2S(=O)(=O)c1cccs1 | -11% | -0.2 | -3% | ? | ? | -7% | 1 | -21% | 9%
COC(=O)c1[nH]c2cc(OC)ccc2c1NC(=O)CCN1CCCC(C)(C)C1 | -7% | -2.0 | -27% | -5% | 0% | 9% | nt | 10%[57.5 µM] | 6%
CCCCCCCCCCOC(=O)NC1CCS(=O)(=O)C1 (stereo not drawn) | -1% | 0.8 | 22% | -7% | ? | 22% | 2 | i | -15%
Nc1ccccc1Oc1ccc2ccccc2c1 | -14% | 2.1 | 6% | -22% | ? | 8% | 10 | -32%[inhibitor] | 17%
CSc1ccc2nnc(-c3cccc(F)c3)n2n1 | -17% | -0.1 | -10% | 8% | 38%[activator] | 14% | nt | -18%[57.5 µM] | 9%
CC1(C(=O)NCc2ccc(Cl)c(Cl)c2)Oc2cccnc2NC1=O (stereo not drawn) | -12% | 0.3 | 0% | -7% | -4% | 7% | 4 | -9% | 8%
COc1cc(/C=N/NC(=O)c2ccc([N+](=O)[O-])cc2Cl)cc(Br)c1O | -4% | 1.3 | -11% | -9% | -1% | -9% | 8 | -17% | 4%
Cc1cccc(-c2cnn(-c3ccccc3)c2N)c1 | -5% | -1.1 | 5% | 12% | ? | -4% | -1 | -29% | 1%
CN(C)CCCNc1cc(C(C)(C)C)nc2c(-c3ccccc3)cnn12 | -11% | -3.5 | ? | -15% | ? | 23% | 24 | i | -3%
Cc1cccc(CN2CCN(C3CN(Cc4cn(Cc5ccc(Cl)cc5)nn4)S(=O)(=O)C3)CC2)c1 (stereo not drawn) | -13% | -0.9 | -10% | -1% | 2% | 2% | -1 | -60%[inhibitor] | 9%
CC1CCC2(CC1)NC(=O)N(CC(=O)N1CCN(S(=O)(=O)c3ccccc3)CC1)C2=O (stereo not drawn) | -8% | 0.1 | -2% | -18% | 13% | 14% | 12 | -8% | 2%
CCN(c1ccccc1)S(=O)(=O)c1cccc(C(=O)NCCN2CCOCC2)c1 | -4% | 0.3 | -1% | 7% | 3% | 9% | -1 | -32%[inhibitor] | 0%
CC1(C)C[C@H]2C3=CCC4[C@@]5(C)CC[C@H](O[C@@H]6O[C@H](C(=O)O)[C@@H](O)[C@H](O)[C@H]6O)[C@@](C)(CO)C5CC[C@@]4(C)[C@]3(C)C[C@H](O)[C@@]2(CO)[C@@H](O)[C@@H]1O (stereo partly drawn) | 1% | -0.1 | 6% | 10% | 16% | -1% | -7 | -35%[inhibitor] | -15%
CCC(C)(C)NC(=O)C(c1ccco1)N(C(=O)c1csnn1)c1cccc(F)c1 (stereo not drawn) | -14% | -3.4 | 3% | 4% | -3% | 3% | nt | -18%[57.5 µM] | 4%
Cc1ccc(C2(c3noc(CN(C)CCO)n3)CCCC2)cc1 | -11% | -3.0 | 13% | ? | ? | 0% | 8 | -25% | 2%
NCCCCCc1nnc(SCc2ccc(F)cc2)o1 | nt | nt | -14% | nt | -39% | 2% | nt | -2% | nt
NC(=O)Nc1ccc(C(=O)OCC(=O)NC2CCCCC2)cc1 | -2% | 0.4 | 4% | 9% | 10% | 1% | -2 | i | 0%
O=C(Nc1cccc(F)c1)C1CCN(C(=O)c2ccccc2Cl)CC1 | ? | -0.5 | 6% | ? | ? | -8% | 2 | i | 7%
O=C(CSc1nnc(-c2cnccn2)n1Cc1ccco1)c1ccccc1 | 1% | -0.5 | 3% | -1% | -8% | ? | -2 | -1% | 5%
CCCc1c(-c2cccc(Cl)c2)ncn1Cc1cccc(-c2ccccc2)c1 | ? | -1.0 | 3% | -15% | ? | nt | -11 | -35%[inhibitor] | -1%
Cc1cc(C)cc(C(=O)N2CC(=O)Nc3ccccc32)c1 | -5% | -3.3 | ? | -5% | ? | 5% | 6 | 2% | -9%
CCC1(C)Cc2c(sc3[nH]c(=S)[nH]c(=S)c23)CO1 (stereo not drawn) | ? | -2.0 | -18% | 10% | 36%[activator] | 9% | ? | i | 5%
O=C(NCCOC(=O)c1ccc(Cl)c(S(=O)(=O)N2CCCCC2)c1)c1ccncc1 | -3% | 0.3 | 20% | -6% | -16% | 16% | 4 | 19% | -1%

Some of these compounds in order of their number in PLK1 PBD inh, falling:
canonical_smiles	PLK1 PBD inh	IL-2 act	EPAC1 antag	GLP-1R inv ag	GLP-1R agonist	PI5P4Ka inh	PTHR1 agonist
O=C(CSc1nnc(-c2cnccn2)n1Cc1ccco1)c1ccccc1	1%	-0.5	-1%	-8%	?	-2	-1%
NC(=O)Nc1ccc(C(=O)OCC(=O)NC2CCCCC2)cc1	-2%	0.4	9%	10%	1%	-2	i
O=C(NCCOC(=O)c1ccc(Cl)c(S(=O)(=O)N2CCCCC2)c1)c1ccncc1	-3%	0.3	-6%	-16%	16%	4	19%
